EBI2 antag = EBI2 (human) antagonism; P32249; EBI2 beta-arrestin recruitment, luminescence, 7a,25-OHC stimulated; inhibition, % at 5 µM; 360,000 tested, 0.81% active; in the data active = inhibition above about 38%;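 also: enzyme fragment complementation signal reports receptor beta-arrestin coupling in cells; 0% = agonist plus DMSO wells and 100% = wells without agonist; some results beyond the cut were filed as inactive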
APJ antagonist = APJ receptor antagonism; AID 2521; inhibition, % at 20 µM; P35414; CHO-K1 APJ beta-arrestin complementation, luminescence; 330,000 tested, 0.32% active;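 active = inhibition above about 40% at 20 µM, limit read from the data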;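 also: cells challenged with 10 nM apelin-13 agonist together with compound; plate controls were apelin-13 plus DMSO wells for no effect and DMSO wells lacking apelin-13 for full effect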
Target sequence (P35414 whole entry, looked up): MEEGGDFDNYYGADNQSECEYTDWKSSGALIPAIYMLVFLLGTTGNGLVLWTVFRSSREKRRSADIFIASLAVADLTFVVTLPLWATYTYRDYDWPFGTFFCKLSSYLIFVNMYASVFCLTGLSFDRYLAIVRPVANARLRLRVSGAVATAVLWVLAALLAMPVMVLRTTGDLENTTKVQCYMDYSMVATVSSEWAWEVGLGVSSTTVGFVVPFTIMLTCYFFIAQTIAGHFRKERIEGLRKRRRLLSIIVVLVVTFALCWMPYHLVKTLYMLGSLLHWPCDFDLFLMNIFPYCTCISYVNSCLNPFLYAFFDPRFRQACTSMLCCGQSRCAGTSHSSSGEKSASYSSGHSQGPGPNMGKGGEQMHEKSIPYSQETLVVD
697 NFkB inh = inhibitors of the PMA/ionomycin-induced NF-kB reporter in 697 B cells. 330,000 tested, 0.33% active. 697 B-cell NF-kB luciferase reporter, 16 h. AID 435022. inhibition, % at 4 µM; in the data active = inhibition above about 35%
CXCR6 inh = blocks human CXCR6 beta-arrestin recruitment | O00574 | CHO-K1 PathHunter CXCR6 beta-arrestin, luminescence | inhibition, % at 20 µM | 360,000 tested, 0.36% active | AID 602244; in the data active = inhibition above about 34%, passing the limit was not always enough;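 also: antagonist mode with CXCL16 agonist at 10 nM final; 0% = 10 nM CXCL16 with DMSO and 100% = unstimulated wells without agonist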
Target sequence (O00574 whole entry, looked up): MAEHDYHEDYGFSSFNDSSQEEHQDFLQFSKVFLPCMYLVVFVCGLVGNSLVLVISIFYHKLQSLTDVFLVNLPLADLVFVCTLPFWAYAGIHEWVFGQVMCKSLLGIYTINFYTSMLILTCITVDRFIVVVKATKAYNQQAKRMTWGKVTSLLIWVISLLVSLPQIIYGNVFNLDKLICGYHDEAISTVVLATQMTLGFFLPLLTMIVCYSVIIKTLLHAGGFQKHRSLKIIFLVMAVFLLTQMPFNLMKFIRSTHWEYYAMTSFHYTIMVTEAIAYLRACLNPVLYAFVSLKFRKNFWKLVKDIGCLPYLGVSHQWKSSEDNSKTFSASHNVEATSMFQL
UBC13 inh = blocks human UBC13 polyubiquitin chain formation. inhibition, % at 20 µM. AID 485273. 330,000 tested, 0.47% active. P61088. TR-FRET; in the data active = inhibition above about 45%, passing the limit was not always enough
Target sequence (P61088 whole entry, looked up): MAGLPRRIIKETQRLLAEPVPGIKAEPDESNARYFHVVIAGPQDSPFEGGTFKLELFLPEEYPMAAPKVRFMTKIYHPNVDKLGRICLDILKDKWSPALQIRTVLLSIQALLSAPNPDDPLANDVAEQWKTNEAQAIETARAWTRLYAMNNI
Jurkat NFkB inh = inhibitors of the PMA/ionomycin-induced NF-kB reporter in Jurkat cells; PMA/ionomycin-induced NF-kB luciferase reporter, luminescence; inhibition, % at 4 µM; 330,000 tested, 0.53% active; in the data active = inhibition above about 50%
Gli-Sufu block = blocks Gli-Sufu signaling in a luciferase reporter. AID 588413. inhibition, % at 5 µM. 340,000 tested, 0.74% active. Sufu-KO-LIGHT fibroblasts, Gli luciferase reporter luminescence;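 active = inhibition above about 55%, limit read from the data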;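 also: 0% = DMSO-treated cells and 100% = wells with medium but no cells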
CCR6 antag = blocks CCL20-driven beta-arrestin recruitment at human CCR6. CHO-K1 CCR6 PathHunter beta-arrestin, luminescence, CCL20-stimulated. AID 493098. 340,000 tested, 0.49% active. inhibition, % at 20 µM;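 active = compounds whose inhibition of the agonist-driven luminescence signal at 20 µM reaches about 50%, limit read from the data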;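 also: cells stimulated with CCL20 at 14 nM final; plate controls were DMSO with CCL20 for no effect and DMSO without agonist for full effect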
* hit, by the source's call; nt = no result given.

(1) N#CC1=C(N)Oc2n[nH]c(-c3ccccc3)c2C1c1cccnc1 (stereo unspecified)
(2) CN1C(=O)NC(c2ccc(O)cc2)C2=C1CN(c1ccc(O)cc1)C2=O (stereo unspecified)
(3) Cc1nn(C)c(Oc2ccc(Cl)cc2)c1C=O
(4) CC(=O)Nc1cccc(S(N)(=O)=O)c1C
(5) C=CCn1c(SCC(=O)NC2CCS(=O)(=O)C2)nnc1-c1cc2c(s1)CCC(CC)C2 (stereo unspecified)
(6) CCOc1ccc(CNC(=O)C2CCN(c3nnc(C)c4c(C)n(-c5ccc(C)cc5)nc34)CC2)cc1
(7) CSc1n[nH]c(-c2sccc2OCc2ccc(C)cc2)n1
(8) CC(C)(C)c1ccc(C(=O)NNC(=O)Cc2ccccc2)cc1

screen / no.,1,2,3,4,5,6,7,8
EBI2 antag,-3,4,-20,-4,1,13,-2,3
APJ antagonist,-1,5,6,-14,-4,25,2,-3
697 NFkB inh,-18,4,-36,2,-23,-50,4,-25
CXCR6 inh,0,-1,-5,5,-2,7,3,14
UBC13 inh,-11,6,-14,-2,8,12,5,5
Jurkat NFkB inh,-23,0,10,5,-20,5,6,-21
Gli-Sufu block,12,-2,1,0,-31,10,3,-15
CCR6 antag,-10,12,-5,5,4,9,5,-4

(9) Cc1ccc(NS(=O)(=O)c2cccc(C(=O)NCC(c3cccs3)N(C)C)c2)cc1 (stereo unspecified)
(10) CC(=O)Nc1ccc(C2=NN(c3ccccc3)C(c3ccccc3)C2)cc1 (stereo unspecified)
(11) O=C(CCN1C(=O)/C(=C\c2ccccc2)SC1=S)NNC(=O)c1cccnc1
(12) Cc1c(C(=O)NCCN(C)C)oc2ccc(S(=O)(=O)N3CCC4(CC3)OCCO4)cc12
(13) O=S1(=O)CCC(NC2CCCC2)C1 (stereo unspecified)
(14) O=C(O)C1CCC(=O)N(C2CCCCC2)C1c1ccccc1 (stereo unspecified)
(15) O=C(O)c1ccc2c(=O)n3c(nc2c1)/C(=C/c1ccc(F)cc1)CC3
(16) COc1ccc(-c2nc3ccccc3c(=O)n2CCCN2CCOCC2)cc1

screen / no.,9,10,11,12,13,14,15,16
EBI2 antag,6,32,3,-4,0,-5,1,2
APJ antagonist,26,4,-2,8,-12,-6,16,2
697 NFkB inh,-32,-29,5,8,-2,1,-15,-1
CXCR6 inh,-2,-11,-8,-1,4,0,-2,2
UBC13 inh,-16,11,-8,2,5,7,-4,5
Jurkat NFkB inh,7,-24,-9,-4,-11,-6,13,-10
Gli-Sufu block,11,15,8,0,-2,4,7,3
CCR6 antag,7,10,14,-7,10,-18,9,0

(17) Cn1c(=O)n(C)c2cc(NC(=O)CSc3ccccc3)ccc21
(18) CCCCn1cnc2c(c(-c3ccccc3)c(-c3ccccc3)n2Cc2ccco2)c1=N
(19) CCOC(=O)c1c(C)[nH]c(C)c1C(=O)COC(=O)Cc1n[nH]c(=O)c2ccccc12
(20) Cc1nc2sc(C(c3cccs3)N3CCN(C(=O)c4ccco4)CC3)c(O)n2n1 (stereo unspecified)
(21) COc1ccc(OC)c(C2C(C(=O)Nc3ccccc3OC)=C(C)Nc3nc(CCCO)nn32)c1 (stereo unspecified)
(22) COc1ccc(CN(C)C(=O)C23CC4CC(CC(C4)C2)C3)c(OC)c1
(23) Cc1cccc(C)c1NC(=O)CNC(=O)C1CCCC1
(24) COc1ccc2c(c1)CC/C(=C/c1cc(OC)c(OC)c(OC)c1)C2=O

screen / no.,17,18,19,20,21,22,23,24
EBI2 antag,15,-18,7,-7,3,20,6,6
APJ antagonist,12,28,-1,12,18,21,-6,7
697 NFkB inh,0,-7,10,-4,6,2,12,-4
CXCR6 inh,2,8,2,-3,3,6,4,2
UBC13 inh,-1,28,-12,-15,4,2,9,16
Jurkat NFkB inh,1,81*,-4,3,-3,1,-4,24
Gli-Sufu block,23,3,-1,-2,8,-7,10,-27
CCR6 antag,0,10,7,-4,6,23,0,20

(25) O=C(CCN1C(=O)/C(=C/c2ccc(F)cc2)SC1=S)Nc1cccnc1
(26) COCCOC(=O)c1c(N)n(CCCN2CCOCC2)c2nc3ccccc3nc12
(27) COc1ccc(CNC(=O)c2c(C)nc3ccccn23)cc1
(28) Cc1cc(S(=O)(=O)N2CCCC2)ccc1OCC(=O)N1CCOCC1
(29) COc1cc(N)c(Cl)cc1C(=O)OCC(=O)c1ccc2c(c1)NC(=O)CO2
(30) CCN=C1S/C(=C\c2sccc2C)C(=O)N1CC
(31) Cc1ccc(CN2CCN(Cc3nc4c(s3)CCCC4)CC2CCO)cc1 (stereo unspecified)
(32) Cc1cccc2sc(NS(=O)(=O)c3ccccc3)nc12

screen / no.,25,26,27,28,29,30,31,32
EBI2 antag,7,-6,-4,0,2,9,-11,-6
APJ antagonist,4,-6,5,-4,-8,10,9,-6
697 NFkB inh,4,-15,-5,14,-9,-41,-8,-1
CXCR6 inh,0,8,-5,-4,-12,5,-2,-3
UBC13 inh,-6,-8,3,4,6,-7,0,-10
Jurkat NFkB inh,2,2,15,8,11,-26,15,-1
Gli-Sufu block,-4,-4,18,4,6,-23,25,5
CCR6 antag,-7,5,-9,11,-3,13,8,2

(33) CS(=O)(=O)NCc1csc(-c2ccccc2)n1
(34) COc1ccc(-n2c(SCC(=O)Nc3cc(C)on3)nc3ccc(O)cc3c2=O)cc1OC
(35) COc1cc(OC)c(C(=O)Nc2cc(S(=O)(=O)N3CCOCC3)ccc2N2CCN(C)CC2)cc1OC
(36) CCOC(=O)C1CCCN(C(=O)Cn2cnc3sc(C)c(S(=O)(=O)N4CCOCC4)c3c2=O)C1 (stereo unspecified)
(37) CSC(=NCc1ccco1)NC#N
(38) Cc1ccc(CSc2nc3c(c(=O)[nH]c(=O)n3C)n2CCC(C)C)cc1
(39) CCOc1ccc(N2C(=O)C3C(c4ccc(O)cc4)NC(CCSC)(C(=O)OC)C3C2=O)cc1 (stereo unspecified)
(40) CNC(=O)COC(=O)Cc1ccc(Cl)cc1

screen / no.,33,34,35,36,37,38,39,40
EBI2 antag,-6,-2,-7,-11,-14,18,-2,-8
APJ antagonist,-4,0,nt,0,44*,23,1,12
697 NFkB inh,12,1,nt,-5,-15,-10,18,0
CXCR6 inh,3,0,-3,-3,4,-1,-13,11
UBC13 inh,3,3,nt,0,-2,2,0,4
Jurkat NFkB inh,-2,1,nt,0,-5,1,2,2
Gli-Sufu block,15,5,11,-8,45,10,-2,1
CCR6 antag,6,3,2,15,5,13,-10,2

(41) Cc1ccccc1OCC(=O)Nc1ccc2c(c1)C(=O)c1ccccc1C2=O
(42) O=Cc1sc(N2CCOCC2)nc1-c1ccccc1
(43) O=C(O/N=C1\CCCCC1c1ccc([N+](=O)[O-])cc1[N+](=O)[O-])c1c(F)cccc1F (stereo unspecified)
(44) CCc1cccc(NC(=S)N(CCOC)C2CCN(C(C)=O)CC2)c1
(45) Cc1cccc(C(=O)N[C@H](C(=O)Nc2cc(S(=O)(=O)N3CCCCC3)ccc2C)C(C)C)c1
(46) Cc1cccc(NC(=O)COC(=O)CN2CCCCCC2=O)c1C
(47) Cc1ccsc1C=Nc1c(C)n(C)n(-c2ccccc2)c1=O
(48) Cc1cc(C(F)(F)F)nc2c(Cl)c(C(C)(C)C)nn12

screen / no.,41,42,43,44,45,46,47,48
EBI2 antag,0,nt,-7,19,10,-12,16,7
APJ antagonist,-23,-20,-33,12,12,5,14,16
697 NFkB inh,-80,14,-1,2,-4,5,6,11
CXCR6 inh,-5,nt,-9,3,0,0,4,-3
UBC13 inh,3,-5,-9,11,-4,11,0,3
Jurkat NFkB inh,-30,-10,-5,2,8,5,0,3
Gli-Sufu block,-81,nt,-1,-17,10,6,4,-8
CCR6 antag,5,nt,13,4,15,10,1,8

(49) COc1ccccc1NC(=O)c1ccccc1-c1ccccc1C(=O)O
(50) O=C1C=CC(=O)N1Cc1ccccn1
(51) Cc1cc(C)c(OCC(=O)Nc2ccccc2N2CCOCC2)c(C)c1
(52) Cc1cccc(N(CC(=O)N2CCOCC2)S(C)(=O)=O)c1C
(53) CCc1ccccc1N1C(=O)c2ccccc2S1(=O)=O
(54) COCC(C)n1c(SCC(=O)Nc2nccs2)nc2ccccc2c1=O (stereo unspecified)
(55) COC(=O)c1nc(NC(=O)c2ccc(Br)cc2)n[nH]1
(56) N#Cc1ccc(OCC(=O)Nc2cc(S(=O)(=O)N3CCCCC3)ccc2N2CCCCC2)cc1

screen / no.,49,50,51,52,53,54,55,56
EBI2 antag,-9,0,16,-13,1,-6,-11,19
APJ antagonist,4,nt,19,-4,-1,15,-5,-16
697 NFkB inh,16,nt,-18,23,1,-8,16,-14
CXCR6 inh,6,0,5,0,17,-1,7,-1
UBC13 inh,-4,nt,4,5,6,4,8,6
Jurkat NFkB inh,-14,nt,-1,0,8,-7,13,2
Gli-Sufu block,14,6,13,-3,-6,1,-4,12
CCR6 antag,1,2,34,10,3,9,5,2

Of the compounds above, 4 have a furan ring, fused or not:
(12) Cc1c(C(=O)NCCN(C)C)oc2ccc(S(=O)(=O)N3CCC4(CC3)OCCO4)cc12
(18) CCCCn1cnc2c(c(-c3ccccc3)c(-c3ccccc3)n2Cc2ccco2)c1=N
(20) Cc1nc2sc(C(c3cccs3)N3CCN(C(=O)c4ccco4)CC3)c(O)n2n1 (stereo unspecified)
(37) CSC(=NCc1ccco1)NC#N

screen / no.,12,18,20,37
EBI2 antag,-4,-18,-7,-14
APJ antagonist,8,28,12,44*
697 NFkB inh,8,-7,-4,-15
CXCR6 inh,-1,8,-3,4
UBC13 inh,2,28,-15,-2
Jurkat NFkB inh,-4,81*,3,-5
Gli-Sufu block,0,3,-2,45
CCR6 antag,-7,10,-4,5

3 entries from above, arranged by the value under CCR6 antag, high to low.
| item | structure | EBI2 antag | APJ antagonist | 697 NFkB inh | CXCR6 inh | UBC13 inh | Jurkat NFkB inh | CCR6 antag |
| --- | --- | --- | --- | --- | --- | --- | --- | --- |
| 18 | CCCCn1cnc2c(c(-c3ccccc3)c(-c3ccccc3)n2Cc2ccco2)c1=N | -18 | 28 | -7 | 8 | 28 | 81* | 10 |
| 54 | COCC(C)n1c(SCC(=O)Nc2nccs2)nc2ccccc2c1=O (stereo unspecified) | -6 | 15 | -8 | -1 | 4 | -7 | 9 |
| 48 | Cc1cc(C(F)(F)F)nc2c(Cl)c(C(C)(C)C)nn12 | 7 | 16 | 11 | -3 | 3 | 3 | 8 |

Other results
(57) COC(=O)c1onc(-c2ccccc2)c1C(=O)OC
(58) CCC(C)NC(=O)Cn1cc(S(=O)(=O)N2CCN(c3ccccc3F)CC2)c2ccccc2c1=O (stereo unspecified)
(59) COc1ccc2nc(SCc3ccccc3)nc(C)c2c1
(60) Cc1ccc(S(=O)(=O)CCSc2n[nH]c(=O)n2-c2ccccc2)cc1

screen / no.,57,58,59,60
EBI2 antag,-2,-1,28,-14
APJ antagonist,-17,5,10,-19
697 NFkB inh,16,6,-313,-7
CXCR6 inh,-4,-5,4,-2
UBC13 inh,2,7,7,-5
Jurkat NFkB inh,-6,-23,-149,-2
Gli-Sufu block,3,0,-17,3
CCR6 antag,5,5,29,-7

Screening data (PubChem)
